D2 antag – HTS Assay for Allosteric Antagonists of the Human D2 Dopamine Receptor: Primary Screen for Antagonists | AID 485344, 2010 | HEK293 TREx D2 cells, calcium flux, dopamine EC80 | inhibition, % at 10 µM | 340,000 compounds, 2% hits | D(2) dopamine receptor (Homo sapiens), P14416; in the data active = inhibition above about 30%; note: 0% is about no effect
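Cells plated overnight at 30 C with tetracycline; no-wash calcium dye, 30–90 min RT; 10 s baseline; compound pinned; 180 s read; EC80 dopamine added; another 180 s read.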
D1 PAM – Potentiators of Human D1 Dopamine Receptor: qHTS | HEK293 TREx D1 cells, calcium flux, dopamine EC20 potentiation | potentiation, % at 10 µM | 360,000 compounds, 0.036% hits | AID 504651, 2011; in the data active = potentiation above about 30%; note: 0% is about no effect
D2 potentiator – HTS Assay for Positive Allosteric Modulators of the Human D2 Dopamine Receptor: Primary Screen for Potentiators; 340,000 compounds, 0.34% hits; D(2) dopamine receptor (Homo sapiens), P14416; potentiation, % at 10 µM; HEK293 T-REx D2, calcium flux, EC20 dopamine potentiation;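 active = potentiation over 3 SD above the plate norm, cut at about 30% in these data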; note: 0% is about no effect
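Using a no-wash calcium dye in inducible, force-coupled HEK293 Trex cells expressing D2, we tracked fluorescence each second for 180 s after compound, then for 180 s after EC20 dopamine to detect augmented signalling.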
RXFP1 ag – qHTS Assay for Agonists of the Relaxin Receptor RXFP1. Potency, µM (series often up to 57.5 µM), for inactives: at the highest dose activation, usual class: activators. AID 2676, 2010. HEK293T-RXFP1 cAMP TR-FRET, 30 min; response scale: percent of porcine relaxin response, buffer zero. Relaxin receptor 1 (Homo sapiens), Q9HBX9. 370,000 compounds, 0.3% hits; active = well fitted activation curve with a large enough effect; inconclusive = small, poorly fitted or top-dose-only effect; note: potency is the fitted concentration of half-maximal effect; % is set by controls: 0 for no effect and ±100 for the full control effect; nearly all actives have a fitted effect of over 60% in size; many of its hits are not listed in these tables
Target sequence (Q9HBX9 whole entry, looked up): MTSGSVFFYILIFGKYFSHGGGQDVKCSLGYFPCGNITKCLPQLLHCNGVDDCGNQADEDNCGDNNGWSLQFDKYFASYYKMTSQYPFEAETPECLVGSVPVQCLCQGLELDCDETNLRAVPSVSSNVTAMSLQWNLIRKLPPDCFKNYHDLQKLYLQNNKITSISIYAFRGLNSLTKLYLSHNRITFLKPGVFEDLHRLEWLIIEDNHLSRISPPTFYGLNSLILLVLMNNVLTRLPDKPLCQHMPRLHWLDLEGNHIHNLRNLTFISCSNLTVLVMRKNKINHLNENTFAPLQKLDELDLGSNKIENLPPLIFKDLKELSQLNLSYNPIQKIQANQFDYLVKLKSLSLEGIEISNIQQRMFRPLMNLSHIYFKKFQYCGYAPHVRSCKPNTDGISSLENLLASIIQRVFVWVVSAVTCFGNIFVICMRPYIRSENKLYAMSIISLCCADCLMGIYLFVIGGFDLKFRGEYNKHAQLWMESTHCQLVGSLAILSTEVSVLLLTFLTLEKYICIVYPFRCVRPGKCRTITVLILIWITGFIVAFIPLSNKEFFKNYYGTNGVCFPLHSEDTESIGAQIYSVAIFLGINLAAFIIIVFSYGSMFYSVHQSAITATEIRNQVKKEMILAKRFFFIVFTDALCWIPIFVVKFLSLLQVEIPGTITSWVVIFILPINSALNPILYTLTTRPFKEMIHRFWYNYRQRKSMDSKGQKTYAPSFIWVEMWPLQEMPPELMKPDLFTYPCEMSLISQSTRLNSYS
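Agonist response is measured as cAMP accumulation in an RXFP1-transfected HEK293T line under PDE4 inhibition. Values are scaled between buffer-only and 29 nM porcine relaxin, and EC50s come from standard Hill equation fits.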
D2 ag – HTS Assay for Allosteric Agonists of the Human D2 Dopamine Receptor: Primary Screen for Agonists; D(2) dopamine receptor (Homo sapiens), P14416; activation, % at 2 µM; HEK293 T-REx D2 cells, calcium flux agonist mode; 340,000 compounds, 0.53% hits;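 active = activation over 3 SD above normal in the single-dose calcium agonist read, cut at about 30% in these data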; note: 0% is about no effect
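Tetracycline-induced HEK293 T-REx cells with force-coupled D2 receptor, plated overnight at 30 C, loaded with no-wash calcium dye. After a 10 s baseline, compound was pin-added and calcium flux read kinetically for 180 s; calcium rises flagged agonists.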
RXFP1 antag – qHTS Assay for Antagonists of the Relaxin Receptor RXFP1; activity change, negative = inhibition, % at 57.5 µM; 350,000 compounds, 0.59% hits; AID 1259400, 2018; HEK293-RXFP1, relaxin-stimulated cAMP HTRF, 30 min; active compounds read low; Relaxin receptor 1 (Homo sapiens), Q9HBX9;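 active = activity change of -60% or lower, but not beyond a set lower limit; inconclusive = change between -60% and -40%, or beyond the set limit; inactive = change above -40%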; note: % is set by controls: 0 for no effect and ±100 for the full control effect
D1 antagonist – Antagonist of Human D 1 Dopamine Receptor: qHTS; HEK293 TREx D1 cells, calcium flux, dopamine EC80; active compounds read low; AID 504652, 2011; D(1A) dopamine receptor (Homo sapiens), P21728; activity change, negative = inhibition, % at 10 µM; 360,000 compounds, 3.2% hits; in the data active = activity change below about -30%; note: % is set by controls: 0 for no effect and ±100 for the full control effect
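Using tetracycline-induced force-coupled D1 Hek293 cells and a calcium dye, signals were followed for 180 s after compound, then for 180 s after EC80 dopamine, to detect inhibitors.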
D1 agonist – Allosteric Agonists of the Human D1 Dopamine Receptor: qHTS | 360,000 compounds, 1% hits | activation, % at 2 µM | AID 504660, 2011 | HEK293 T-REx D1 cells, calcium flux, agonist mode; in the data active = activation above about 30%; note: 0% is about no effect
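Agonism was scored from calcium flux recorded over 180 s (1 read/s) after pintool compound addition, following a 10-cycle baseline. Cells were inducible force-coupled HEK293 TREx D1, plated overnight at 30 C and loaded with no-wash calcium dye.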
TRHR enhancer – qHTS for Small Molecule Agonists and Allosteric Enhancers of Human TRH Receptor: Primary Screen for Enhancers; TRHR cells, fluo-8 calcium fluorescence, EC20 TRH enhancement; enhancement, % at 2 µM; 360,000 compounds, 0.66% hits; in the data active = enhancement above about 30%; note: 0% is about no effect
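Enhancer read-out: after compound pinning and an initial kinetic agonist-mode read, an EC20 of TRH (10 nM final) was injected and fluo-8 calcium signal (Ex 480/Em 530) followed at 1 s/cycle for 100 cycles in TRHR-expressing cells.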
An asterisk follows results filed as active; ? = inconclusive; nt = no result given; & = joins results of further samples. An excerpt; the hit share may differ from the screen's.

SMILES	D2 antag	D1 PAM	D2 potentiator	RXFP1 ag	D2 ag	RXFP1 antag	D1 antagonist	D1 agonist	TRHR enhancer
COc1ccccc1CNC(=O)CSc1nnc(C)c2c(C)n(-c3ccccc3)nc12	nt	-1	2	19%	-0.6	-14	-4	3	3
COCC(=O)Nc1nc(-c2ccc(C)cc2)c(C)s1	-11	-13	-1	0.4%	0.9	-1	-6	-1	-2
CCOC(=O)c1cccc(NC(=O)c2ccc3c(c2)nnn3CC)c1	nt	-2	-1	0.1%	-0.2	-3	20	1	2
CCCNC(=O)Cn1c(-c2ccc(F)cc2)cc(C(=O)OCC)c1C	-19	-3	4	2.0%	0.1	?	8	3	0
N#CCC(=O)N/N=C\c1ccccc1OC/C=C/c1ccccc1	14	4	-9	-0.5%	0.3	-3	-7	4	3
COc1ccc(S(=O)(=O)Nc2ccc3c(c2)OCO3)cc1	0	-7	6	0.2%	-0.9	3	-5	7	8
COc1cc(C)ccc1OCCSc1nc2ccc(NC(=O)c3ccc(F)cc3)cc2s1	nt	-1	-12	?	2.4	nt	-3	1	6
O=C(c1cc2c(s1)-c1ccccc1S(=O)(=O)C2)N1CCCC1	-8	-6	14	0.9%	1.0	13	-5	0	-16
CSc1ccccc1C(=O)NC(C)c1ccc(-n2ccnc2)cc1 (stereo not given)	-3	5	8	0.9%	0.2	11	9	8	14
COc1ccccc1-c1cc(-c2ccccc2)nc(SC(C(N)=O)c2ccccc2)c1C#N (stereo not given)	8	-3	-4	8.1%	-1.3	-5	13	12	8
COc1ccc(C=O)cc1COc1ccc(F)cc1F	-2	-3	21	-0.1%	0.7	-7	-5	5	0
COc1ccc(Cc2nn3c(-c4cc(OC)c(OC)c(OC)c4)nnc3s2)cc1	14	-5	-24	4.5%	-0.6	-2	4	-4	-6
COc1ccc(CNC(=S)NCc2ccc(OC)cc2)cc1	-4	1	0	2.7%	-1.2	2	-3	5	8
c1cnc(N2CCN(c3ccc4ccccc4n3)CC2)nc1	-8	-3	-4	0.5%	0.6	-14	-3	6	46*
Cc1[nH]nc(-c2ccc(O)c(C)c2O)c1Oc1ccccc1	-8	3	8	-0.1%	-0.8	-14	-1	21	18

Printed as active in TRHR enhancer, of those listed so far:
Molecule | D2 antag | D1 PAM | D2 potentiator | RXFP1 ag | RXFP1 antag | D1 antagonist | D1 agonist | TRHR enhancer
c1cnc(N2CCN(c3ccc4ccccc4n3)CC2)nc1 | -8 | -3 | -4 | 0.5% | -14 | -3 | 6 | 46*

Record cards, as listed above:
COc1ccccc1CNC(=O)CSc1nnc(C)c2c(C)n(-c3ccccc3)nc12 as listed: D2 antag = nt; D1 PAM = -1; D2 potentiator = 2; RXFP1 ag = 19%; D2 ag = -0.6; RXFP1 antag = -14; D1 antagonist = -4; D1 agonist = 3; TRHR enhancer = 3
COCC(=O)Nc1nc(-c2ccc(C)cc2)c(C)s1 as listed: D2 antag = -11; D1 PAM = -13; D2 potentiator = -1; RXFP1 ag = 0.4%; D2 ag = 0.9; RXFP1 antag = -1; D1 antagonist = -6; D1 agonist = -1; TRHR enhancer = -2
N#CCC(=O)N/N=C\c1ccccc1OC/C=C/c1ccccc1 as listed: D2 antag = 14; D1 PAM = 4; D2 potentiator = -9; RXFP1 ag = -0.5%; D2 ag = 0.3; RXFP1 antag = -3; D1 antagonist = -7; D1 agonist = 4; TRHR enhancer = 3

Part of the list above, with values under each structure:
Second line of a record – D2 antag	D1 PAM	D2 potentiator	RXFP1 ag	D2 ag	RXFP1 antag	D1 antagonist	D1 agonist	TRHR enhancer
COc1ccc(S(=O)(=O)Nc2ccc3c(c2)OCO3)cc1
    0	-7	6	0.2%	-0.9	3	-5	7	8
COc1ccc(Cc2nn3c(-c4cc(OC)c(OC)c(OC)c4)nnc3s2)cc1
    14	-5	-24	4.5%	-0.6	-2	4	-4	-6
COc1ccccc1CNC(=O)CSc1nnc(C)c2c(C)n(-c3ccccc3)nc12
    nt	-1	2	19%	-0.6	-14	-4	3	3
COCC(=O)Nc1nc(-c2ccc(C)cc2)c(C)s1
    -11	-13	-1	0.4%	0.9	-1	-6	-1	-2
N#CCC(=O)N/N=C\c1ccccc1OC/C=C/c1ccccc1
    14	4	-9	-0.5%	0.3	-3	-7	4	3

(further entries)
SMILES	D2 antag	D1 PAM	D2 potentiator	RXFP1 ag	D2 ag	RXFP1 antag	D1 antagonist	D1 agonist	TRHR enhancer
Cc1cccc(N2CCN(C(=O)c3ccc4c(c3)N(Cc3cccc(Cl)c3)C(=O)c3ccccc3S4=O)CC2C)c1 (stereo not given)	nt	0	7	-1.2%	nt	-16	0	3	19
O=C(O)CNC(=O)c1ccc(OC(F)F)cc1	5	-9	-2	0.6%	0.5	0	8	1	-6
CCOc1ccc(NC(=O)CN(C)C(=O)CCC2CCCCC2)cc1OCC	12	nt	6	-0.1%	-1.4	-2	-1	-1	1
O=C(CCC(=O)c1cccs1)OCC(=O)N1CCN(S(=O)(=O)c2ccccc2)CC1	-6	-4	17	-0.1%	-0.1	-10	0	2	-1
CN(/N=C/c1cccnc1)c1cnc2ccccc2n1	-10	-2	2	13%	0.5	-12	1	-1	-1
CCCc1cc(=O)[nH]c(SCC(=O)N2CCc3cc(OC)c(OC)cc3C2)n1	-9	-4	2	3.1%	-1.6	6	8	1	4
C=Cn1cc[n+](CC(=O)c2cccs2)c1	-6	0	-1	-1.3%	1.0	3	6	2	5
Cc1nn(-c2ccccn2)c2c1-c1nc(N)ncc1CC2	7	0	27	3.7%	-1.6	-3	13	0	21
C=CCNC(=O)c1ccc(OC2CCN(S(=O)(=O)N(C)C)CC2)cc1	2	-2	5	-0.3%	0.4	-13	-17	3	-2
Nn1c(-c2cccc(Br)c2)n[nH]c1=S	3	0	-3	1.4%	-0.1	?	-5	0	3
O=C1OCc2cc(NC(=O)C3CCCCC3)ccc21	-8	-1	5	1.0%	0.8	4	1	3	3
N/C(=N\OC(=O)/C=C/c1ccccc1)c1ccccc1	4	2	-23	2.3%	0.3	-6	-4	5	-6
CC(=O)c1ccc(NS(=O)(=O)c2ccc(Br)s2)cc1	nt	0	17	2.5%	-0.2	nt	3	1	2
COc1ccc(CNc2ccc(-c3ccc(OC)cc3)nn2)cc1	-2	-3	-8	1.3%	-0.5	0	-21	4	-4
CC(Sc1ccc(S(=O)(=O)N2CCOCC2)cn1)C(=O)Nc1ccc(Cl)cc1Cl (stereo not given)	26	-2	-2	7.1%	0.4	4	2	5	-8
COc1ccc(CNC(=S)NNC(=O)c2cc3ccccc3o2)cc1	-10	-6	nt	-2.1%	1.2	3	3	0	0
COc1ccc(CNC(=O)C2CCCN2CCc2ccccc2)cc1OC (stereo not given)	-7	-13	4	0.8%	0.3	-9	-9	6	-9
O=C(c1cccnc1)N1CCN(S(=O)(=O)c2ccc(S(=O)(=O)N3CCCC3)cc2)CC1	12	-2	-1	0.0%	-0.2	5	4	1	6
O=[N+]([O-])c1cc(Cl)ccc1NCCc1ccccn1	6	-3	0	-0.2%	-1.2	11	-3	0	-9
CCN(C(=O)CSc1nnc(-c2cc(OC)c(OC)c(OC)c2)o1)c1ccccc1	nt	-2	nt	-1.0%	-1.6	nt	-12	-1	0
C=CCNC(=S)NNc1nc2c(c(=O)[nH]1)C1(CCCC1)Cc1ccccc1-2	-3	-4	-6	0.7%	0.3	-18	-10	0	3
CC1CCCCN1S(=O)(=O)c1ccc(C(=O)Nc2nnc(-c3cccs3)o2)cc1 (stereo not given)	12	1	2	0.5%	0.3	6	-7	1	5
Cc1cc(C)c(C(=O)C[n+]2cccc(C(N)=O)c2)c(C)c1	-19	-3	3	-1.0%	0.3	3	1	10	-1
Cc1ccc2c(c1)[C@H]1[C@H](CO2)[C@H](c2ccccc2)[C@]2(C)C(=O)N(Cc3ccc(Cl)cc3)CC(=O)N12	-2	0	10	4.8%	0.2	nt	nt	7	-1
CCOC(=O)c1[nH]c(C)c(CCC(=O)N2CCN(c3ccc(Cl)cc3)CC2)c1C	nt	-3	-5	3.6%	-0.6	-2	-5	5	1
CCN(CC)CCOC(=O)c1ccccc1Br	-22	-4	nt	0.0%	-0.1	6	-1	2	0
CCCCC(O)(c1ccc(F)cc1)C(CN1CCOCC1)c1ccc(Cl)cc1 (stereo not given)	-16	2	-2	0.5%	0.7	-77*	19	5	-4
Cc1ccnc(N2CCC(C(=O)NC3CCCCCC3)CC2)n1	3	-6	-2	0.6%	0.0	23	-9	3	26
COc1ccc(-c2cc(C(F)(F)F)nc(S(=O)(=O)CCCC(=O)Nc3cc(C)on3)n2)cc1OC	-3	-5	1	0.5%	-0.1	-16	-9	2	-8
Cc1cccc(Cn2c(SCCN3CCOCC3)nc3c2c(=O)n(C)c(=O)n3C)c1	-1	-14	-7	2.3%	0.0	1	3	1	-9
NC(=O)c1c(NC(=O)CN2CCN(S(=O)(=O)c3ccccc3)CC2)sc2c1CCC2	-10	-4	7	-0.2%	-0.2	-18	-13	3	-2
C/C(=N\NC(=O)c1ccc(C)cc1C)c1ccc(-n2ccnc2)cc1	4	0	-4	0.3%	0.6	-9	0	2	14
CC(C)Cc1csc(NC(=O)c2ccc(Br)cc2)c1C(=O)O	-6	-3	-2	0.3%	0.8	2	-11	12	-4
COc1ccccc1NC(=O)CSc1ncc(CO)n1Cc1ccc(F)cc1	-6	-4&0	-2&1	-1.6%&-2.3%	1.0&2.5	-6	-18&5	6&4	-4&7
COc1ccc(Cl)cc1NC(=O)Cn1cc(C(=O)c2ccc(C)cc2)c(=O)c2ccc(C)nc21	nt	7	2	?	-0.3	-12	20	3	10
Oc1ccc(Cl)cc1CNc1cnc2ccccc2c1	6	-8	1	2.7%	-0.2	-10	-4	9	1
O=C(COC(=O)c1ccccc1F)NC1CCCC1	-2	-9	-11	0.0%	0.8	1	-5	3	-1
